Mtb UGM inh: Mtb UDP-galactopyranose mutase inhibition; P9WIQ1; purified UGM, fluorescence polarization probe displacement; inhibition, % at 10 µM; 320,000 compounds, 0.06% hits; AID 504406; in the data active = inhibition above about 10%, passing the limit was not always enough
Target sequence (P9WIQ1 whole entry, looked up): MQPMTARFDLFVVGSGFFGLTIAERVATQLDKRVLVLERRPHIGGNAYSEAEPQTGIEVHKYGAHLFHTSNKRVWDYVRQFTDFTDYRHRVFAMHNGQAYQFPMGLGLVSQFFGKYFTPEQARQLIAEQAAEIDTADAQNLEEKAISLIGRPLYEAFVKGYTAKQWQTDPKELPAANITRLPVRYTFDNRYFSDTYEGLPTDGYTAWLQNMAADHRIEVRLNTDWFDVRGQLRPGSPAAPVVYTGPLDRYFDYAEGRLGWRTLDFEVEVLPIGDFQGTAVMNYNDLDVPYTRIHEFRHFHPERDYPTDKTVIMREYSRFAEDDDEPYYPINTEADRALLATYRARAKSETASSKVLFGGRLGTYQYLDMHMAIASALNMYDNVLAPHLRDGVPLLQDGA
Rv3671c protease: Rv3671c (M. tuberculosis) protease inhibition. 320,000 compounds, 0.048% hits. inhibition, % at 5.96 µM. AID 2606. P9WHR9; in the data active = inhibition above about 38%;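 also: extracellular domain of Rv3671c used as enzyme; 0% = enzyme with DMSO and 100% = no enzyme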
Target sequence (P9WHR9 whole entry, looked up, the tested form may be a part): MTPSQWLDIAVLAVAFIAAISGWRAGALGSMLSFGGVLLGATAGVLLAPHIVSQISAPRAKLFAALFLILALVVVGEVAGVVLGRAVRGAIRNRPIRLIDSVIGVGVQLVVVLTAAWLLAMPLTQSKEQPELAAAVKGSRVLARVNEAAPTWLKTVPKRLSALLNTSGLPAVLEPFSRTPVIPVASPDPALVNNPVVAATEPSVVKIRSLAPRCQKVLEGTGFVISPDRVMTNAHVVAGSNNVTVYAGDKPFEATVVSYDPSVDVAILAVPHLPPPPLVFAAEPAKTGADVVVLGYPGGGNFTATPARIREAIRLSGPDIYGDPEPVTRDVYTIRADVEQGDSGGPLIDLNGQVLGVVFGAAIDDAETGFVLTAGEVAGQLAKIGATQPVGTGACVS
MazEF act: increases E. coli MazEF RNase cleavage of RNA | FAM/BHQ RNA-DNA oligo cleavage fluorescence, 5 h | activation, % at 20 µM | 350,000 compounds, 0.32% hits | AID 504720; in the data active = activation above about 50%
Target sequence (P0AE70 whole entry, looked up): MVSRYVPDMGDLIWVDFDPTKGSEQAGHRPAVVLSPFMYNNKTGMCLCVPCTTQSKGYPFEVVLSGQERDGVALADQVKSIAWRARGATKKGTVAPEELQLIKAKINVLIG
Mtb BioA inh: BioA (M. tuberculosis) enzyme inhibition | purified M. tuberculosis BioA enzyme, plate reader | inhibition, % at 9.99 µM | 360,000 compounds, 0.096% hits; in the data active = inhibition above about 40%
PrPC TRFRET: cell surface PrPC inhibition, primary TR-FRET screen; P04156; 370,000 compounds, 0.43% hits; TR-FRET read-out; inhibition, % at 13.8 µM; AID 720596; in the data active = inhibition above about 24%; also: 0% = median of the test wells and 100% = reference compound wells
* hit, by the source's call; / = not tested or not shown. The list is partial, so the mix of outcomes need not match the whole.

structure,Mtb UGM inh,Rv3671c protease,MazEF act,Mtb BioA inh,PrPC TRFRET
CCCNC(=O)c1c(N)n(Cc2ccco2)c2nc3ccccc3nc12,0.3,2.4,-19.1,/,/
Cc1cccc2cc(C(c3nnnn3CC3CCCO3)N3CCc4ccccc4C3)c(=O)[nH]c12 (stereo not drawn),1.2,-14.0,18.4,/,/
COC(=O)c1ccc(C(NC(=O)OCc2ccccc2)/C(F)=C/[C@@H](C)C(=O)NCc2ccc(-c3ccccc3)cc2)cc1 (stereo partly drawn),-0.1,-3.3,-2.5,/,/
CCCCCCn1c(O)c(C=NC2CCCCC2N)c(=O)[nH]c1=O (stereo not drawn),0.2,-6.3,7.0,/,/
C#CCOCCOCCOCCNc1nc(N2CCN(C(=O)CCCCCCCCCCNC(=O)[C@H](CCCCN)n3cc(C)nn3)CC2)nc(N2CCN(C(=O)CCCCCCCCCCNC(=O)[C@H](CCCN=C(N)N)n3cc(C[C@@H](C)CC)nn3)CC2)n1,-4.6,-10.2,-70.2,/,/
COC(=O)C1=C(C(=O)OC)[C@@H]2N(Cc3ccccc3)c3ccccc3[C@@]23C[C@@H](C(=O)OC)N(C(=O)C2CCC2)C3=N1,1.4,5.5,1.5,/,/
Cc1ccc(-n2nc3c(c2NC(=O)c2c(-c4ccccc4Cl)noc2C)CSC3)cc1,1.8,-25.8,0.7,/,/
Cc1ccc(N(Cc2cc3ccc(C)cc3[nH]c2=O)C(=O)c2cccs2)cc1,4.2,-5.7,36.2,/,/
O=C1C=Cc2ccccc2C1=O,2.0,1.5,/,-0.1,/
CCOC(=O)N1c2ccccc2C=CC1OCC (stereo not drawn),1.2,-1.9,/,-0.4,/
NCCc1c[nH]c2ccc(F)cc12,0.9,1.4,/,1.1,/
N#Cc1cccc(N=c2ssnc2Cl)c1,/,/,1.3,/,2.7
CN1CCC2(CC1)NC(=O)c1ccccc1N2,/,/,-3.7,/,0.3
O=C(O)Cc1sc(Nc2ccc(Cl)cc2)nc1-c1cccs1,/,/,-4.1,/,11.8
O=C(O)c1ccccc1/C=N/Nc1ccc(S(=O)(=O)Nc2ccc(Cl)cc2)cc1[N+](=O)[O-],/,/,-4.1,/,-9.3
Cc1ccc2c(c1)-n1c(nc3cc(Cl)ccc3c1=O)C(CC(C)C)NC2=O (stereo not drawn),0.6,3.5,/,/,5.7
CC(=O)[C@@H]1[C@@H]2C(=O)N(c3ccc(F)c(Cl)c3)C(=O)[C@@H]2C2c3ccccc3C=CN21 (stereo partly drawn),-0.9,-11.2,/,/,9.1
Cc1ccc(NC(=O)c2ccc(OCc3c(C)noc3C)cc2)cc1,-0.3,5.9,/,/,0.5
Cc1cc(C(=O)OCC(=O)Nc2cc(S(=O)(=O)N(C)C)ccc2C)c(C)o1,-0.1,-1.4,/,/,2.0
Cc1ccccc1C(=O)NNC(=O)Nc1ccccc1,-1.3,-8.9,/,/,-5.0
COc1ccc(/C(C)=N\NC(=O)c2ccc3c(c2)OCO3)cc1OC,-0.2,-0.6,/,/,4.4
Cc1ccc(NC(=O)N(Cc2cccs2)Cc2cc3cc4c(cc3[nH]c2=O)OCO4)cc1,1.1,-7.4,/,/,-6.1
O=C(Cc1csc(-c2ccccc2)n1)NCc1ccccc1F,0.0,-7.5,/,/,19.3
O=C(C1CCN(c2ncnc3c2sc2cccc(F)c23)CC1)N1CCCC1,3.2,-3.1,/,/,1.9

Whole records from above. Values in the order: Mtb UGM inh | Rv3671c protease | MazEF act | Mtb BioA inh | PrPC TRFRET
`Cc1ccc(NC(=O)c2ccc(OCc3c(C)noc3C)cc2)cc1` in the list: -0.3 | 5.9 | / | / | 0.5
`O=C(Cc1csc(-c2ccccc2)n1)NCc1ccccc1F` in the list: 0.0 | -7.5 | / | / | 19.3
`Cc1ccccc1C(=O)NNC(=O)Nc1ccccc1` in the list: -1.3 | -8.9 | / | / | -5.0
`Cc1ccc(NC(=O)N(Cc2cccs2)Cc2cc3cc4c(cc3[nH]c2=O)OCO4)cc1` in the list: 1.1 | -7.4 | / | / | -6.1

More structures follow:
structure,Mtb UGM inh,Rv3671c protease,MazEF act,Mtb BioA inh,PrPC TRFRET
CN1CCc2c(sc(NC(=O)c3ccc(S(=O)(=O)N4CCc5ccccc54)cc3)c2C(N)=O)C1,1.4,7.7,/,/,-9.8
O=C(CN1CCN(c2ccc(O)cc2)CC1)NC1CCCc2ccccc21 (stereo not drawn),0.6,2.1,/,/,12.0
COc1ccccc1/C=C1\SC(=S)N(CC(=O)Nc2nnc(C)s2)C1=O,4.7,-5.2,/,/,-2.7
Cc1nc(NC(=O)COc2ccc(Cl)cc2)sc1C(=O)N(C)C,-1.8,8.6,/,/,-0.1
COc1ccc(C(=O)N(C)Cc2ccccc2)cc1Br,-0.6,-3.4,/,/,-0.1
O=C(CCCCCNc1nc(=S)[nH]c2ccccc12)NCc1ccccc1Cl,0.9,7.8,/,/,10.6
Cc1cc(C(=O)COC(=O)c2ccc(Br)o2)c(C)n1Cc1ccco1,3.8,1.9,/,/,-1.1
COC(=O)c1cc(CNC(=O)c2cccc(Cl)c2Cl)ccc1OC,-3.5,3.6,/,/,0.5

Only Mtb BioA inh, PrPC TRFRET and MazEF act (two entries from above):
SMILES | Mtb BioA inh | PrPC TRFRET | MazEF act
COC(=O)c1cc(CNC(=O)c2cccc(Cl)c2Cl)ccc1OC | / | 0.5 | /
CN1CCc2c(sc(NC(=O)c3ccc(S(=O)(=O)N4CCc5ccccc54)cc3)c2C(N)=O)C1 | / | -9.8 | /

Continuation.
structure,Mtb UGM inh,Rv3671c protease,MazEF act,Mtb BioA inh,PrPC TRFRET
Cc1cc2ccccc2n2c(SCC(=O)NCC3CCCO3)nnc12 (stereo not drawn),-0.7,2.1,/,/,-6.5
O=C1NN(c2ccc(F)cc2)C(=O)/C1=C\c1cnn(-c2ccccc2)c1,-1.2,-3.7,/,/,3.8
Cc1occc1-c1nnc(SCC(=O)N2CCN(c3ccccc3F)CC2)n1C,1.3,7.6,/,/,9.2
COc1ccc(C([O-])=Nc2ccc[n+](-c3nc4ccccc4nc3NS(=O)(=O)c3ccccc3)c2)cc1,-0.1,12.5,/,/,-7.2
O=c1c2c(nc3nc(NCc4ccccc4Cl)[nH]n13)CCC2,-1.5,1.7,/,/,2.9
CC(=O)N1CCN(c2ccc(NC(=S)NC(=O)/C=C/c3ccccc3)cc2)CC1,-2.5,-6.0,/,/,-1.7
CC(/C=C/c1ccc2c(c1)OCO2)=N/NC(=O)C1COc2ccccc2O1 (stereo not drawn),1.2,-5.9,/,/,4.8
COC(=O)c1c(-c2ccc(C)cc2)csc1NC(=O)c1c(-c2ccccc2)noc1C,2.6,-4.4,/,/,1.1
N=C1c2ccccc2CN1c1ccc(N2CCOCC2)c(S(=O)(=O)Nc2ccc(Cl)cc2)c1,3.9,-5.6,/,/,-17.2
CCC(CC)C(=O)Nc1cccc(SC)c1,0.2,-1.5,/,/,4.0
O=C(O)c1ccc(Cn2c(SCc3cc(=O)n4cc(Br)ccc4n3)nc3ccsc3c2=O)cc1,2.6,-4.6,/,/,6.7
O=C(NCCN1CCOCC1)c1cc(Cl)ccc1[N+](=O)[O-],0.8,5.5,/,/,-15.4
Cc1ccc2c(=O)n3c(nc2c1)C(CC(C)C)NC(=O)c1ccc(Cl)cc1-3 (stereo not drawn),-3.8,-1.3,/,/,4.1
COc1ccc(COC(=O)c2ccc3c(=O)n4c(nc3c2)CCC4)cc1F,0.2,-9.6,/,/,1.4
CCN1CCc2c(OCC(=O)Nc3cccc(C)c3C)cccc2C1=O,-0.4,-13.8,/,/,1.4
Nc1c(C(=O)Nc2ccccc2)sc2nc(-c3cccnc3)ccc12,0.4,1.2,/,/,-0.4
COc1ccc2nc3n(c(=O)c2c1)-c1ccc(Cl)cc1C(=O)NC3Cc1ccccc1 (stereo not drawn),1.5,-2.0,/,/,6.9
CC1=C(C(=O)Nc2ccc(Cl)cc2)C2(CCCCC2)C(C(N)=O)C(=S)N1 (stereo not drawn),1.3,8.6,/,/,-1.0
COc1ccc(/C=C2/SC(=O)N(CCC(=O)Nc3ccc(C)cc3)C2=O)cc1OC,0.5,-5.5,/,/,1.6
CCc1ccccc1NC(=S)NN,-0.5,-2.9,/,/,-3.2
CCOC(=O)N1CCN(C(=O)CSc2ccc(-c3cccnc3)nn2)CC1,-1.3,14.6,/,/,2.4
COc1ccc2nc3sc(C(=O)NCc4cccs4)c(N)c3cc2c1,0.6,-5.8,/,/,3.7
Cc1sc2nc(CSc3nc4ccccc4s3)[nH]c(=O)c2c1C,0.7,-31.2,/,/,-5.6
COc1cc(C2CC(=O)N3CN(c4ccccc4C)CSC3=C2C#N)cc(OC)c1OC (stereo not drawn),1.4,-11.8,/,/,11.3
Cc1cccc(NC(=O)C2CC(=O)NC(Nc3nc4ccccc4s3)=N2)c1 (stereo not drawn),0.1,0.5,/,/,2.7
O=C(N/N=C1/CCCc2ccccc21)c1cc([N+](=O)[O-])cc([N+](=O)[O-])c1,2.6,4.8,/,/,-6.7
CCC(=O)NC(/C=C/c1ccccc1)c1cc([N+](=O)[O-])c2cccnc2c1O (stereo not drawn),-3.5,-3.1,/,/,-0.3
O=C1NC(Cc2ccccc2)c2nc3ccccc3c(=O)n2-c2cc(Cl)ccc21 (stereo not drawn),1.4,-1.2,/,/,11.2
Cc1ncc(CO)c2c1Oc1nc(-c3ccccc3)nc(SCC(=O)N(C)c3ccccc3)c1C2,-0.1,-45.5,/,/,-4.2
COc1ccc2nc3n(c(=O)c2c1)-c1ccccc1C(=O)NC3Cc1ccccc1 (stereo not drawn),-1.0,1.5,/,/,2.3
O=C(Nc1nccs1)c1c(O)c2cccc3c2n(c1=O)CCC3,0.1,-5.0,/,/,0.9
Cc1ccc(C(=O)Nc2cc(Cl)ccc2OC(=O)c2ccc(C)cc2)cc1,-2.7,-7.9,/,/,10.2

Looked up above:
Result for Cc1ccc(C(=O)Nc2cc(Cl)ccc2OC(=O)c2ccc(C)cc2)cc1 in PrPC TRFRET: 10.2
Result for O=C(Nc1nccs1)c1c(O)c2cccc3c2n(c1=O)CCC3 in Rv3671c protease: -5.0

Continued.
structure,Mtb UGM inh,Rv3671c protease,MazEF act,Mtb BioA inh,PrPC TRFRET
O=C(NCCCN1CCCC1)c1ccc(Cn2c(=S)[nH]c3ccc(Br)cc3c2=O)cc1,-1.9,-26.2,/,/,-20.9
Cc1ccnc(NC(=O)CCCOc2ccc(Cl)cc2C)c1,-0.8,-4.5,/,/,4.7
Nc1nc(CC(=O)CSc2ccc(Cl)cc2)nc(Nc2ccc(F)cc2)n1,-0.5,13.1,/,/,2.4
CCOc1cc(C=C2C(=O)NC(=O)NC2=O)cc([N+](=O)[O-])c1O,1.8,-10.6,/,/,-2.6
COc1cccc(CC(NC(C)=O)C(=O)NC2CCN(c3ncccc3[N+](=O)[O-])CC2)c1 (stereo not drawn),-3.4,-5.4,/,/,-9.8
Cc1ccc2c(c1)-n1c(nc3cc(F)ccc3c1=O)C(Cc1ccc(O)cc1)NC2=O (stereo not drawn),-2.0,0.9,/,/,4.9
O=c1c2sccc2nc(SCc2cc(=O)n3ccccc3n2)n1Cc1ccccn1,-0.1,7.2,/,/,0.1
O=C1CC(C(=O)Nc2ccc(Br)cc2)C2(CCCC2)O1 (stereo not drawn),3.0,0.8,/,/,2.8

Of the compounds above, two have a cyano group:
structure,Mtb UGM inh,Rv3671c protease,MazEF act,Mtb BioA inh,PrPC TRFRET
N#Cc1cccc(N=c2ssnc2Cl)c1,/,/,1.3,/,2.7
COc1cc(C2CC(=O)N3CN(c4ccccc4C)CSC3=C2C#N)cc(OC)c1OC (stereo not drawn),1.4,-11.8,/,/,11.3

The results go on:
structure,Mtb UGM inh,Rv3671c protease,MazEF act,Mtb BioA inh,PrPC TRFRET
COc1ccc(CCNC(=O)CCCn2c(SCC(N)=O)nc3cc4c(cc3c2=O)OCO4)cc1OC,0.7,-0.5,/,/,7.3
Cc1ccc(OCCN2CCN(CC(O)Cn3c4ccccc4c4ccccc43)CC2)cc1 (stereo not drawn),0.7,0.9,/,/,-9.5
CCN(CC)c1ccc(/C=C(\C#N)C(=O)NCc2ccco2)cc1,-0.6,-9.1,/,/,5.2
Cc1ccc(S(=O)(=O)c2c[nH]c3cc4c(cc3c2=O)OCO4)cc1,-2.6,-8.1,/,/,-0.8
CCCCCCCCNC(=O)c1ccc(C)cc1,0.7,1.0,/,/,-5.0
O=C(CC(=O)NC1CCCCC1)N/N=C/c1ccccc1F,-0.6,0.4,/,/,5.5
CCn1c(C)nc2cc(C(=O)N=Nc3c(O)[nH]c4c(C)cc(C)cc34)ccc21,0.0,3.1,/,/,-4.1

Source: PubChem BioAssay
